SMARCA2 act = SMARCA2 function activation, primary screen; activation, % at 9.1 µM; MG213 cells, MMTV-luciferase reporter, dexamethasone, overnight; AID 652017; actives 1% (n = 370,000); in the data active = activation above about 7.8%;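 also: 0% = vehicle wells and 100% = reference activator wells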
ADAM10 inh = inhibitors of human ADAM10; O14672; recombinant ADAM10, EDANS/DABCYL FRET peptide cleavage, 3 h; inhibition, % at 7 µM; actives 0.62% (n = 370,000); AID 720582;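 active = inhibition above a per-campaign cutoff equal to the mean of compounds falling between control-based bounds plus 3 SD, cut at about 20% in these data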;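 also: 0% = DMSO wells while the 100% control is not disclosed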
Target sequence (O14672 214-748 limits assumed): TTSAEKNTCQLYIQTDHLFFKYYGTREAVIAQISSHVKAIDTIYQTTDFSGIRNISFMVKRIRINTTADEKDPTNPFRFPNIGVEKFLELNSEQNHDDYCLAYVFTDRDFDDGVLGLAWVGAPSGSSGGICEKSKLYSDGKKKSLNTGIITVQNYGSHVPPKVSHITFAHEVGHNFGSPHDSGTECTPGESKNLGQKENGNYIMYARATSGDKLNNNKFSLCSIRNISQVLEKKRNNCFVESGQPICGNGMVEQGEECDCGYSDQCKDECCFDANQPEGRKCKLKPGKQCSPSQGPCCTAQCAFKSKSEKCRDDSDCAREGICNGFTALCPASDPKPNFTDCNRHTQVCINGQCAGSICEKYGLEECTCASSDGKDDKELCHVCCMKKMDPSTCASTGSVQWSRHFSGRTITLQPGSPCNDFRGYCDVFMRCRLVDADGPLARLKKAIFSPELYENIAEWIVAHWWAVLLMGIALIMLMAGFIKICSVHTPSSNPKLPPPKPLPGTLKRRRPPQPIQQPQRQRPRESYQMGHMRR
DAX1 inh-1 = DAX1 (NR0B1) inhibition, primary screen; inhibition, % at 6.8 µM; actives 1.1% (n = 370,000); HEK293T StAR-luciferase reporter, SF-1/DAX-1 repression relief; AID 652010;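 active = inhibition above the mean over all tested compounds plus 3 SD, cut at about 3.6% in these data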;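 also: 0% = DAX-1 cells with DMSO and 100% = cells lacking DAX-1 with DMSO; higher inhibition means more luminescence from relief of DAX-1 repression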
FXN GAA850 act = activators of GAA850 frataxin (FXN) promoter. AID 540364. HEK293 lucGAA850 FXN promoter luciferase reporter, 24 h; percent of 10 µM SAHA response. activation, % at 6 µM. actives 0.56% (n = 360,000);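 active = activation above the average of all compounds screened plus 3 SD, cutoff fixed separately per campaign, cut at about 7.5% in these data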;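 also: 0% = DMSO wells and 100% = 10 µM SAHA wells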
DAX1 inh-2 = inhibits human nuclear receptor DAX1. actives 0.99% (n = 340,000). HEK293 Gal4-DAX1 luciferase reporter, luminescence. inhibition, % at 6.75 µM. AID 504766. P51843;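 active = inhibition above the mean over all tested compounds plus 3 SD, cut at about 4.2% in these data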;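 also: 0% = DAX1-transfected cells with DMSO and 100% = empty-vector control cells with DMSO; inhibition shows as a rise in luminescence from relieved DAX1 repression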
ssDAF12 agonist = activators of S. stercoralis DAF-12 nuclear receptor | activation, % at 6.8 µM | HEK293 ssDAF-12/GRIP1 lit1-tk-luc reporter, luminescence; % of 3 µM dafachronic acid response | actives 1% (n = 370,000) | AID 652126;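 active = activation above the mean over all tested compounds plus 3 SD, cut at about 0.9% in these data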;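 also: 0% = DMSO-only wells and 100% = 3 µM delta7-dafachronic acid wells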
PG9 Ab binder = small molecules binding HIV-1 gp120 antibody PG9 | TR-FRET gp120-PG9 antibody binding | inhibition, % at 6.7 µM | actives 0.43% (n = 360,000) | AID 624416; in the data active = inhibition above about 8.5%
hgDAF-12 ag = activates the H. glycines DAF-12 receptor ligand-binding domain; HEK293 GAL4-hgDAF12 UAS-luciferase reporter, agonist luminescence; normalized to butyrate control; activation, % at 6.8 µM; actives 1.8% (n = 370,000); AID 687014;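 active = activation above a cutoff set at the mean of all screened compounds plus 3 SD, cut at about 10% in these data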;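 also: 0% = DMSO wells and 100% = sodium butyrate wells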
NPR1 activator = GC-A (human) enzyme activation | P16066 | activation, % at 10 µM | AID 1671463 | actives 0.14% (n = 370,000) | HEK293 GC-A cells, cGMP TR-FRET, EC30 ANP; 0% at EC30 ANP, 100% saturating ANP; in the data active = activation above about 40%
hcDAF-12 act = activates DAF-12 receptor from parasite H. contortus | HEK293 hcDAF-12 lit1-tk-luc reporter, luminescence; 0% DMSO, 100% Δ7-dafachronic acid | activation, % at 6.8 µM | actives 1.4% (n = 370,000);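 active = activation above the mean of all tested compounds plus 3 SD, cut at about 5.5% in these data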;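 also: 100% = response to 3 µM Δ7-dafachronic acid high control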
ADAM17 inh = ADAM17 inhibition, QFRET primary screen. P78536. actives 0.83% (n = 370,000). AID 720648. inhibition, % at 6.95 µM. recombinant ADAM17, EDANS/DABCYL FRET peptide cleavage;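 active = inhibition above the mean of compounds lying between control limits plus 3 SD, set per campaign, cut at about 8.5% in these data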;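 also: 0% = DMSO-only wells as the low control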
Target sequence (P78536 215-824 limits assumed): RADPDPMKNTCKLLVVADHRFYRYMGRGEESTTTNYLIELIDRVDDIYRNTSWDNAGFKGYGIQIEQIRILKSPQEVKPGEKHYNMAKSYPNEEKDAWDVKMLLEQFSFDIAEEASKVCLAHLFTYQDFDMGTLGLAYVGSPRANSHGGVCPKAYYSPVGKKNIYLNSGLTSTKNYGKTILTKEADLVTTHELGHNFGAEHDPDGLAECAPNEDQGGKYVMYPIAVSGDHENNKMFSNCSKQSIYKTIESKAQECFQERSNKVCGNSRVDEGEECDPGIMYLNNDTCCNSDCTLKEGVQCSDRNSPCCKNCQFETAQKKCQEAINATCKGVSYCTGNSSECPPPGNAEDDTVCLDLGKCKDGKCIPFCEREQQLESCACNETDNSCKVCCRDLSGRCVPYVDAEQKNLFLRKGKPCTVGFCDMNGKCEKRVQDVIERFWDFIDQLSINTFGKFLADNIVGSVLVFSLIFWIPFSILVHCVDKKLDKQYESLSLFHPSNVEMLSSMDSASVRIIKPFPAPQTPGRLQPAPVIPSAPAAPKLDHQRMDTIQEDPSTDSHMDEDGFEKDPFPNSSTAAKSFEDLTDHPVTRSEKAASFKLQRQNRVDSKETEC
Active calls of the source: *; / = no result given. The order is random, and some 6.8% of all compounds hit somewhere here.

SMILES	SMARCA2 act	ADAM10 inh	DAX1 inh-1	FXN GAA850 act	DAX1 inh-2	ssDAF12 agonist	PG9 Ab binder	hgDAF-12 ag	NPR1 activator	hcDAF-12 act	ADAM17 inh
CN1CCN(S(=O)(=O)c2ccc(NS(=O)(=O)c3ccccc3)cc2)CC1	-2	-6	0.4	-0.5	0.4	-1.7	-1.9	1.7	3	0.4	-4
O=S1(=O)C=CCN1Cc1cn(Cc2ccc(C(F)(F)F)cc2)nn1	-3	-3	-0.2	/	/	-1.1	/	1.1	1	-2.2	0
CC(=O)N1CCC2(CC1)C(C#N)=C(N)Oc1n[nH]c(C(F)(F)F)c12	0	-8	-0.5	1.8	-0.1	-1.6	-0.3	0.4	1	-2.0	-2
O=C(CSc1nc2ccccc2c(=O)n1Cc1ccco1)NCc1ccccc1	-1	4	0.3	1.8	-0.2	-1.1	-1.1	1.6	-4	-1.8	-5
Cc1cc(C)c(S(=O)(=O)Nc2nccs2)c(C)c1	-1	-8	0.2	0.8	0.2	-1.2	0.2	-2.4	1	-0.1	0
NC(=O)c1ccc2nc(-c3ccccc3)c(-c3ccccc3)nc2c1	1	-137	-0.1	1.9	0.1	-1.2	0.4	-1.5	-40	1.4	-45
Cc1ccc(Cl)c(NC(=O)COC(=O)c2nn(C)c(=O)c3ccccc23)c1Cl	-1	1	-0.3	2.1	0.0	-0.5	-1.3	-1.9	1	-1.2	-7
CCN(CC)c1ncnnc1-c1ccccc1	0	0	-0.1	2.3	-0.1	-1.1	-2.8	0.2	8	-1.8	-2
CC1CN(S(=O)(=O)c2ccccc2)C(C)CN1S(=O)(=O)c1ccccc1 (centres undefined)	3	10	0.2	0.1	0.7	-0.7	-0.3	0.9	1	3.0	1
CCCCn1c(N)c(N(CC)C(=O)/C=C/c2ccco2)c(=O)[nH]c1=O	-1	-10	-0.2	1.1	-1.2	-1.9	0.6	-3.4	2	0.1	-6
O=C(N/C(=C/c1ccc(F)cc1)C(=O)N1CCCCC1)c1ccco1	-2	-8	0.8	1.3	0.9	-1.1	1.3	1.6	1	-0.9	-7
COC(=O)[C@H]1CN(C(=O)c2ccccc2)C(=O)N1	0	-2	-0.5	0.2	0.1	-1.0	-0.3	1.1	-1	-1.2	-5
CC(=O)Oc1ccc(C(=O)[C@H]2[C@H]3C(=O)N(c4cccc5ccccc45)C(=O)[C@H]3[C@@H]3C=CC=NN32)cc1	-3	-4	0.2	0.1	3.3	-0.6	-0.5	-0.1	5	-0.6	-3
Cc1c(Cl)cccc1NC(=O)COC(=O)C12CC3CC(CC(O)(C3)C1)C2	-3	-13	1.1	1.6	-0.2	-0.5	1.7	1.0	4	0.6	-3
Cc1ccc2cc(/C=N/NC(=O)[C@H]3C[C@@H]3c3ccccc3)c(Cl)nc2c1	-1	1	-0.4	3.0	2.8	-0.1	-0.2	3.5	6	3.9	-2

Reprinted from the part before: 2 compounds, then new ones.
SMILES	SMARCA2 act	ADAM10 inh	DAX1 inh-1	FXN GAA850 act	DAX1 inh-2	ssDAF12 agonist	PG9 Ab binder	hgDAF-12 ag	NPR1 activator	hcDAF-12 act	ADAM17 inh
Cc1c(Cl)cccc1NC(=O)COC(=O)C12CC3CC(CC(O)(C3)C1)C2	-3	-13	1.1	1.6	-0.2	-0.5	1.7	1.0	4	0.6	-3
Cc1ccc2cc(/C=N/NC(=O)[C@H]3C[C@@H]3c3ccccc3)c(Cl)nc2c1	-1	1	-0.4	3.0	2.8	-0.1	-0.2	3.5	6	3.9	-2
COc1ccc(N2C3=C(C(=O)CC(C)(C)C3)C(c3ccccc3OC)C3=C2CC(C)(C)CC3=O)cc1	0	-493	0.2	-0.6	0.2	-1.2	0.6	1.6	-19	-1.5	-176
Cc1ccc(S(=O)(=O)N2CCN(C3CC4CCC3C4)CC2)cc1 (centres undefined)	0	-6	-0.1	0.7	-0.8	-1.3	-1.8	-0.6	5	-1.8	0
COc1ccc(-c2oc3ccc(-c4cc(OC)c(OC)c(OC)c4)cc3c2-c2ccc(OC)nc2)cc1	0	-11	-0.5	-1.6	-0.4	-1.2	-1.2	-2.5	9	-0.9	-6
CCOC(=O)N1CCN(Cc2ccc3ccccc3c2)CC1	0	-3	-0.3	1.9	-1.2	-1.3	0.8	0.9	-3	-0.5	-1
COC(=O)/C(C#N)=C/c1ccc(C)o1	2	-4	-0.4	0.5	2.5	-1.2	-0.2	-1.6	-5	-0.6	-6
FC(F)(F)c1cnc(C(c2ccccc2)c2ncn[nH]2)c(Cl)c1 (centres undefined)	1	2	-0.2	2.8	1.7	-1.3	-2.1	-3.1	-5	0.0	-2
COc1ccc(NS(=O)(=O)c2cccc(C(=O)NCC3(N4CCCCC4)CCCCC3)c2)cc1	-2	0	7.8*	1.1	0.9	-0.7	-1.7	3.7	-3	1.1	3
Cc1ccc(C)c(N2C(=N)S/C(=C\c3ccc(-c4ccccc4C(=O)O)o3)C2=O)c1	-5	-12	-0.1	1.6	0.2	0.2	-0.6	-0.4	-4	2.2	-5
O=C(NCc1ccccc1)c1ccc2nccnc2c1	-1	-7	0.4	-0.1	0.9	-1.8	0.5	-0.9	1	-3.5	-5
COc1cccc(NC(=S)N2CCN(c3ccccn3)CC2)c1	-2	-3	0.3	-0.9	-0.7	-0.8	-1.2	2.5	0	-1.7	4
CN(C)CC/C=C1/c2ccccc2CS(=O)(=O)c2ccccc21	2	10	0.2	4.0	-0.1	-1.3	-1.1	-0.1	-3	-1.1	-2
Cc1cc(C=O)c(C)n1-c1ccc(Oc2ccc([N+](=O)[O-])cn2)cc1	0	-3	0.1	-1.4	2.3	-1.0	8.6*	-2.5	1	-2.0	-1
S=C(NCc1ccccn1)Nc1ccccc1	-4	10	0.1	3.7	-0.8	-1.2	-3.3	-1.9	-4	1.7	1
CC1(C)CC(=O)C2=C(C1)OC(N)=C(C#N)C2c1ccc(OC(=O)N2CCOCC2)cc1 (centres undefined)	-3	2	-0.5	-2.4	0.4	-0.6	2.3	1.5	5	-0.6	-1
Cn1cccc1CC(=O)N/N=C/C(Cl)=C/c1ccccc1	-2	3	0.0	4.4	-0.8	-0.3	-0.8	3.5	-3	4.8	4

5 of the entries above in order of their number in SMARCA2 act, low to high.
molecule | SMARCA2 act | ADAM10 inh | DAX1 inh-1 | DAX1 inh-2 | ssDAF12 agonist | PG9 Ab binder | NPR1 activator | hcDAF-12 act | ADAM17 inh
Cc1ccc(C)c(N2C(=N)S/C(=C\c3ccc(-c4ccccc4C(=O)O)o3)C2=O)c1 | -5 | -12 | -0.1 | 0.2 | 0.2 | -0.6 | -4 | 2.2 | -5
COc1ccc(NS(=O)(=O)c2cccc(C(=O)NCC3(N4CCCCC4)CCCCC3)c2)cc1 | -2 | 0 | 7.8* | 0.9 | -0.7 | -1.7 | -3 | 1.1 | 3
O=C(NCc1ccccc1)c1ccc2nccnc2c1 | -1 | -7 | 0.4 | 0.9 | -1.8 | 0.5 | 1 | -3.5 | -5
CCOC(=O)N1CCN(Cc2ccc3ccccc3c2)CC1 | 0 | -3 | -0.3 | -1.2 | -1.3 | 0.8 | -3 | -0.5 | -1
COC(=O)/C(C#N)=C/c1ccc(C)o1 | 2 | -4 | -0.4 | 2.5 | -1.2 | -0.2 | -5 | -0.6 | -6

Continuation:
SMILES	SMARCA2 act	ADAM10 inh	DAX1 inh-1	FXN GAA850 act	DAX1 inh-2	ssDAF12 agonist	PG9 Ab binder	hgDAF-12 ag	NPR1 activator	hcDAF-12 act	ADAM17 inh
O=C(Nc1nc2ccc(S(=O)(=O)N3CCCC3)cc2s1)c1ccco1	-3	1	0.3	-1.4	0.0	-1.4	-1.1	3.1	-5	-2.0	3
O=C(OCC(=O)N1CCCC1=O)c1cc2ccccc2o1	1	-10	2.0	1.4	0.9	-1.0	0.0	1.4	7	2.1	-2
COCCCNC(=O)CC1C[C@H](C(=O)N2CCCCC2)[C@@]2(C)c3[nH]c4ccc(OC)cc4c3CCN2C1=O (some centres undefined)	-2	-1	-0.3	0.1	-0.5	-1.2	-0.9	1.0	-5	-1.2	0
CCOc1ccc(CCNC(=O)C2CCCN(c3ncnc4c3nc3n4CCCCC3)C2)cc1 (centres undefined)	-2	-2	-0.4	-0.1	0.1	-1.2	0.1	1.5	-7	-1.8	6
COc1cccc(C2c3cc4c(cc3OC(C)(N3CCCC3)C2C)OCO4)c1O (centres undefined)	-1	-3	-3.8	-5.3	-3.2	-0.4	0.4	4.9	-31	0.2	-3
O=C(Nc1ccc2c(c1)OCCO2)c1cc(-n2cnnc2)ccc1Cl	0	6	-0.6	0.2	1.8	-1.1	-0.2	0.8	6	0.1	0
Cc1ccc(S(=O)(=O)n2ccc(-c3c(-c4ccccc4)noc3C)n2)cc1	-3	11	-2.2	/	/	-1.4	/	3.4	-15	-2.5	5
Nc1nc(N)c(N=O)c(OCC2CCCCC2)n1	6	-2	2.9	-3.5	1.8	-0.4	-6.1	12*	-2	0.5	2
Cc1cccc(Nc2nc(N)c([N+](=O)[O-])c(N3CCN(C)CC3)n2)c1	-1	-7	-0.4	6.8	-1.4	-1.7	-0.4	-5.0	5	-1.8	-2
CC(=O)Nc1cc2c(cc1NC(=O)Cn1nc(-c3ccc(F)cc3)ccc1=O)OCCO2	-1	1	-0.5	1.6	1.9	-0.5	-0.7	2.1	-2	-0.7	-3
O=C(NCc1ccco1)c1cc(NS(=O)(=O)c2cccc([N+](=O)[O-])c2)ccc1O	-5	15	-0.7	3.5	-0.5	-1.3	-2.5	0.0	1	-0.6	7
O=C1CC(c2ccc(Cl)cc2)n2nc(N3C(=O)CCC3=O)nc2N1 (centres undefined)	-1	-11	0.1	1.7	0.2	-1.3	-1.5	-0.2	3	0.6	-2
CC(C)(C)c1ccc(C(=O)O/N=C(\N)c2ccccn2)cc1	-10	1	-2.0	-14	-3.2	-2.8	1.7	-17	-1	-8.3	-4
COc1ccc(CNc2nc3ccccc3s2)cc1OC	0	0	-0.2	1.3	-1.1	-1.3	-1.2	1.8	7	0.6	0
CCN(CC)S(=O)(=O)c1ccc(C(=O)NCc2ccc(C)cc2)cc1	-1	2	0.9	-1.3	-0.6	-1.5	0.0	-1.6	1	-0.2	-1
COc1cc(OC)c(C(=O)OCC(=O)N2CCOCC2)cc1OC	-4	1	0.2	1.7	0.3	-0.9	-1.5	1.4	8	-2.3	-4
Cc1ccc(CNC(=O)[C@H](Cc2ccccc2)NC(=O)C2CCNCC2)cc1	-1	-1	0.5	-0.4	0.2	-0.5	-1.5	0.3	0	-0.9	3
O=C(NC1CC1)c1ccc(NC(=O)C2CCCC2)cc1	1	7	1.3	-0.5	0.2	-1.3	0.8	1.4	2	-0.6	4
Cc1cc(NC(=O)CN(C)S(=O)(=O)c2ccc(-c3ccc(=O)[nH]n3)s2)ccc1Br	-4	4	-0.2	1.0	-0.5	-1.1	-0.9	1.5	-5	-0.9	-4
CSCC[C@H](NC(=O)NCc1cccs1)C(=O)O	-1	-4	-0.6	0.2	-0.7	-0.7	-0.1	0.9	4	2.9	-4
CC(=O)Nc1ccc(NC(=O)C(NS(=O)(=O)c2cccc3nsnc23)C(C)C)cc1 (centres undefined)	-4	2	-0.3	0.2	0.3	-0.9	-1.1	-0.9	-1	-1.9	-3
CCOC(=O)c1c(NC(=O)CN2C(=O)NC3(CCCCC3C)C2=O)sc(C)c1CC (centres undefined)	-2	17	-3.1	2.4	-0.6	-0.9	-1.5	-3.9	0	-0.8	8
